PABP1 MLLE inh = inhibitors of microRNA-mediated deadenylation, human PABP1 MLLE binding; GST-MLLE / FITC-PAM2 fluorescence polarization; hit rate 0.36% among 360,000; inhibition, % at 20 µM; P11940; AID 588489; in the data active means inhibition above about 35%, passing the limit was not always enough;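 further: plate controls were DMSO wells with GST-MLLE for no effect and wells lacking GST-MLLE protein for full effect; some results filed as inactive read as strong as hits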
STEP inh = blocks human striatal-enriched tyrosine phosphatase; hit rate 0.25% among 360,000; inhibition, % at 20 µM; recombinant STEP, OMFP fluorogenic substrate, fluorescence;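 active means inhibition at 20 µM, scaled per plate between control wells, above about 37%, limit read from the data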;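 further: 0% = DMSO with enzyme and substrate and 100% = substrate only without enzyme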
Target sequence (P54829 whole entry, looked up): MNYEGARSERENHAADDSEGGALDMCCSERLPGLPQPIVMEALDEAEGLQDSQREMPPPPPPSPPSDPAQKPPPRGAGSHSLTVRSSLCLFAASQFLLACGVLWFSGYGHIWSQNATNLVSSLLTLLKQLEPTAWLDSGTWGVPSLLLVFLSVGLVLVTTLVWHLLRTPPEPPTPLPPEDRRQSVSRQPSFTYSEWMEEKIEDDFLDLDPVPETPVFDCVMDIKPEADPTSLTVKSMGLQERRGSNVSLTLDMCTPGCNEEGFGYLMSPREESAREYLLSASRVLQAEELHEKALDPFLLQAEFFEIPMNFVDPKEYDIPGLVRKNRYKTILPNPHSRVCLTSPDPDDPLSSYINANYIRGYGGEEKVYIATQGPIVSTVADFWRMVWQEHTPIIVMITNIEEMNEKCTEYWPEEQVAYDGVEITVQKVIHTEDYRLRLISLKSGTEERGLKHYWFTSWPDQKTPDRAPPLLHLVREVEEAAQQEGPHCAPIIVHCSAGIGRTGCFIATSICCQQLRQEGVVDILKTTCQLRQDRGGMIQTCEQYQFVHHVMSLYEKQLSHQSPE
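Assay system: isolated STEP enzyme / Timing: 20 min at room temperature, dark / Doses: 20 µM, 1% DMSO / Technique: fluorescence intensity, excitation 480 nm, emission 540 nm / Reagent: fluorogenic phosphatase substrate OMFP at 25 µM final / Measure: percent inhibition scaled to no-enzyme and uninhibited-enzyme controls, plate-pattern corrected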
SUMO1-SIM PPI = modulators of human SUMO1-mediated protein-protein interactions; hit rate 0.33% among 360,000; P63165; AID 602429; SUMO1 binding to a labelled peptide, TR-FRET, 1 h; inhibition, % at 20 µM; in the data active means inhibition above about 37%
Target sequence (P63165 whole entry, looked up): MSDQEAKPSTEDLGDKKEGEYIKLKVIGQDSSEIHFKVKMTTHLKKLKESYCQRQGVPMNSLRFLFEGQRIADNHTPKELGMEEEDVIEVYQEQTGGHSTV
DNMT1 block = DNMT1 (human) enzyme inhibition; P26358; DNMT1 molecular beacon, Hinp1I cleavage, fluorescence; inhibition (reported as % activation of signal), % at 10 µM; hit rate 0.83% among 360,000; AID 588458; in the data active means inhibition above about 50%
Rpn11 inh = blocks the human proteasome subunit Rpn11. O00487. human 26S proteasome, Ub4-pepOG fluorescence polarization; 20S core pre-blocked with epoxomicin. calls only at 20 µM. hit rate 0.59% among 360,000. AID 588493;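 active means inhibition at 20 µM, scaled to each plate's controls, above about 33%, limit read from the data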
Target sequence (O00487 whole entry, looked up): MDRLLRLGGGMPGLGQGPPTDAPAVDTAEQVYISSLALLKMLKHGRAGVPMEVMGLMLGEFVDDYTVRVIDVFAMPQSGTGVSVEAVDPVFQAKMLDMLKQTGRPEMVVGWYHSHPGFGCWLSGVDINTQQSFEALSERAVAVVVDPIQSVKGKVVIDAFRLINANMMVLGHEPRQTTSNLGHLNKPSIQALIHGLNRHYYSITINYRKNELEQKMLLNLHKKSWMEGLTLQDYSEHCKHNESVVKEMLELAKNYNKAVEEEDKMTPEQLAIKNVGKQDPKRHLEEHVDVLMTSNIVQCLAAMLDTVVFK
NadD inh = NadD (S. aureus) enzyme inhibition | inhibition, % at 20 µM | hit rate 0.78% among 360,000 | AID 602399 | purified NadD enzyme, colorimetric absorbance read-out; in the data active means inhibition above about 26%; further: some compounds past the cut are filed as inactive
CSN inh = blocks human CSN-mediated cullin deneddylation. inhibition, % at 12.5 µM. hit rate 0.38% among 360,000. Purified CSN, SCF-Nedd8-OG deneddylation, fluorescence polarization. AID 651999. Q92905;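 active means pattern-corrected inhibition above about 35%, with an unprinted fluorescence ratio check between 0.5 and 1.5, limit read from the data, passing the limit was not always enough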;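 further: 0% = enzyme with substrate and 100% = substrate without enzyme; some results filed as inactive read as strong as hits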
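Material: human Csn5 produced in HEK293T cells; Input: enzyme 0.24 nM; Reagent: SCFSkp2-Nedd8OG substrate at 10 nM final; Dosing: 12.5 µM compound; Incubation: 90 min reaction at room temperature; Detection: fluorescence polarization of the substrate; Evaluation: % inhibition of substrate cleavage by Csn5; Control set: substrate-only high control, full reaction low control.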
Scp1 inh = blocks human Scp-1 phosphatase activity | AID 493091 | hit rate 0.88% among 340,000 | Q9GZU7 | Recombinant Scp1, phosphopeptide, malachite green phosphate absorbance | inhibition, % at 20 µM;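 active means inhibition above about 50% at 20 µM, limit read from the data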;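 further: plate controls were DMSO wells with enzyme for no effect and wells lacking enzyme for full effect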
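Times: enzyme reaction 45 min at room temperature, colour 5 min, stabilisation 30 min. Material: SCP-1 catalytic fragment, aa 76-261. Medium: Acidic Tris acetate buffer with magnesium and detergent. Signal: colorimetric free-phosphate detection, absorbance 630 nm. Read-out basis: % inhibition of SCP-1 phosphate liberation. Reagent: Phosphorylated 17-residue peptide substrate.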
TbMetRS inhib = Trypanosoma brucei MetRS inhibition; hit rate 0.4% among 360,000; inhibition, % at 11.9 µM; purified T. brucei MetRS, ATP depletion, Kinase-Glo luminescence;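 active means inhibition above a per-plate cutoff of the control wells' mean inhibition plus 3 SD, cut at about 5.5% in these data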;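 further: 0% = DMSO wells median and 100% = median of wells with control inhibitor compound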
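Material: T. brucei methionyl-tRNA synthetase, purified; reagent: substrates ATP, L-methionine and bulk Escherichia coli tRNA; dosing: 11.9 µM single point; timing: 15 min plus 2 h at 25 °C; detection: luminescence of leftover ATP; evaluation: % inhibition; control set: DMSO-only wells as low control; replicates: singlicate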
LMPTP inh = blocks human LMPTP phosphatase. recombinant LMPTP-A, OMFP fluorogenic substrate, fluorescence intensity. inhibition, % at 20 µM. hit rate 0.22% among 360,000. AID 651560;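 active means compounds that cut the enzyme signal by at least half of the control window in the single-dose screen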;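 further: plate controls were DMSO wells with enzyme plus substrate for no effect and substrate without enzyme for full effect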
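Test system: LMPTP-A, protein tyrosine phosphatase of low molecular weight; Input: 0.625 nM enzyme; Incubation: 50 min dark incubation at room temperature; Signal: endpoint fluorescence intensity from OMFP dephosphorylation; Read-out basis: % inhibition versus control wells.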
An asterisk follows results filed as active; i = inactive; nt = no result given.

Preview:
1	COc1ccc(C(C(=O)NCC2CCCO2)N(Cc2ccc(F)cc2)C(=O)CNC(=O)c2ccco2)cc1OC (centres undefined)
2	COc1ccc(COCC(O)CN2CCc3ccccc3C2)cc1OC (centres undefined)
Compound	1	2
PABP1 MLLE inh	-3	-3
STEP inh	0	7
SUMO1-SIM PPI	1	-2
DNMT1 block	-1	0
Rpn11 inh	i	i
NadD inh	-6	-7
CSN inh	3	-8
Scp1 inh	-3	-5
TbMetRS inhib	-1.0	0.2
LMPTP inh	-1.2	-1.0

The list itself (from the top)
1	COc1ccc(C(C(=O)NCC2CCCO2)N(Cc2ccc(F)cc2)C(=O)CNC(=O)c2ccco2)cc1OC (centres undefined)
2	COc1ccc(COCC(O)CN2CCc3ccccc3C2)cc1OC (centres undefined)
3	COc1ccc([C@H]2C[C@H](O)C[C@@H](CCn3cc(-c4ccccc4)nn3)O2)cc1
4	CCn1cc(C(=O)Nc2cccc(C(=O)OC)c2)c(=O)c2ccc(C)nc21
5	COc1ccc(CCN(C)C(=O)COc2ccc(C(=O)c3ccccc3)cc2)cc1OC
6	COc1cccc(C(=O)COC(=O)c2n[nH]c(=O)c3ccccc23)c1
7	CCS(=O)(=O)N1Cc2cc(C(=O)N(C)C)nc(-c3cccc(-c4ccc(F)cc4)c3)c2[C@H]1CCO
8	Clc1ccc(-c2nc3ccc(Cl)cn3c2Cc2cccc(Cl)c2)cc1
Compound	1	2	3	4	5	6	7	8
PABP1 MLLE inh	-3	-3	nt	-13	-4	-2	nt	-2
STEP inh	0	7	nt	2	0	-4	nt	1
SUMO1-SIM PPI	1	-2	2	7	0	1	-2	10
DNMT1 block	-1	0	nt	2	0	3	nt	1
Rpn11 inh	i	i	nt	i	i	i	nt	i
NadD inh	-6	-7	-6	-15	-6	0	-2	20
CSN inh	3	-8	0	-5	-3	-10	-8	6
Scp1 inh	-3	-5	nt	-6	-9	-4	nt	nt
TbMetRS inhib	-1.0	0.2	0.0	-0.3	-0.2	0.8	-0.2	-0.5
LMPTP inh	-1.2	-1.0	-0.6	-1.9	-0.9	-0.9	0.3	3.5

9	COc1ccc(C2C(C(C)=O)=C(O)C(=O)N2c2ccc(C)cc2)cc1 (centres undefined)
10	COc1ccc(NC(=O)CN2CC(c3ccccc3)CC2=O)cc1OC (centres undefined)
11	C=CCOc1c(Cl)cc(Cl)cc1S(=O)(=O)NCCO
12	Cc1c(Cl)ccc2c(C(=O)Nc3cc(C(C)(C)C)on3)cc(-c3ccccn3)nc12
13	OC1CCCCC1
14	Cc1ccc(S(=O)(=O)N2CCCCC2)cc1NC(=O)COC(=O)Cc1cccc(C(F)(F)F)c1
15	Fc1cccc(-c2n[nH]c(=S)n2-c2ccccc2)c1
16	COc1ccc(NC(=S)NNC(=O)C2CC2c2ccc(C)cc2)cc1 (centres undefined)
Compound	9	10	11	12	13	14	15	16
PABP1 MLLE inh	-2	-4	16	-4	9	-11	-15	17
STEP inh	2	-1	-4	-2	0	1	1	1
SUMO1-SIM PPI	-10	0	9	1	2	2	5	6
DNMT1 block	-3	0	1	1	-2	-2	0	-3
Rpn11 inh	i	i	i	i	i	i	i	i
NadD inh	1	0	-1	34*	1	-4	0	6
CSN inh	-3	1	0	0	4	-8	1	-4
Scp1 inh	-4	-8	-2	7	-6	-9	6	-12
TbMetRS inhib	-0.2	-0.2	-0.5	-0.2	-0.4	-0.2	-0.5	1.6
LMPTP inh	-2.9	0.2	-3.1	-2.6	0.3	2.1	-1.0	-1.3

17	Cc1ccccc1C1CC(c2ccccc2)Nc2ncnn21 (centres undefined)
18	CS(=O)(=O)c1ccc2sc(NC(=O)c3cc4ccccc4o3)nc2c1
19	O=C(CN1CSCC1=O)N1CCN(S(=O)(=O)c2cc(C(F)(F)F)ccc2Cl)CC1
20	C=CCn1c(Sc2nncn2C)nc2c1c(=O)[nH]c(=O)n2C
21	Cn1c(NC(=O)c2ccccc2)c(-c2ccccn2)c(=O)c2ccccc21
22	COc1ccccc1N1CCN(CCCNc2c(C)c(=O)n(C)c(=O)n2C)CC1
23	Cc1cc(C)nc(N/N=C/c2c(C)oc3ccccc23)n1
24	Nc1cc(=O)[nH]c(SCc2csc(-c3ccccc3)n2)n1
Compound	17	18	19	20	21	22	23	24
PABP1 MLLE inh	8	-87	1	4	-7	-1	4	0
STEP inh	1	-1	1	-2	-6	-3	-3	0
SUMO1-SIM PPI	1	-5	5	0	2	4	-3	-4
DNMT1 block	2	3	0	3	2	3	-1	-1
Rpn11 inh	i	i	i	i	i	i	i	i
NadD inh	-4	3	0	0	-2	3	2	-3
CSN inh	0	-1	-7	3	-2	3	-3	-8
Scp1 inh	-4	69*	-5	-2	-11	-6	1	-3
TbMetRS inhib	-0.4	-0.5	-0.3	-0.7	-0.4	-0.9	-0.5	-0.1
LMPTP inh	-2.7	2.0	-0.4	-2.4	-1.4	-2.7	0.2	0.0

25	CC(=O)C1=CCC(c2ccc(Cl)c(Cl)c2)N(S(=O)(=O)c2ccc(C)cc2)C1 (centres undefined)
26	Cc1cc(C)c(-n2[nH]nnc2=S)c(C)c1
27	CCCC(=O)Nc1ccc2c(c1)nc(CN1CCN(C(=O)OCC)CC1)n2C
28	COc1ccccc1NC(=O)C1CCN(S(=O)(=O)c2cccc3nonc23)CC1
29	O=C(NCC(=O)N1CCCCCC1)c1ccc(Cl)cc1
30	CCN(CC(=O)NCc1ccc(Cl)cc1)C(=O)c1c(C)noc1C
31	CCOc1ccc(-c2nn3c(-c4ccccc4)nnc3s2)cc1
32	Cc1sc(NC(=O)c2ccco2)nc1-c1ccc2c(c1)CC(C)N2C(=O)C1CC1 (centres undefined)
Compound	25	26	27	28	29	30	31	32
PABP1 MLLE inh	10	-139	15	7	-4	6	20	14
STEP inh	2	3	0	0	0	-1	3	5
SUMO1-SIM PPI	10	-2	-2	-38	-2	4	6	3
DNMT1 block	0	1	0	1	2	-3	-8	-11
Rpn11 inh	i	i	i	i	i	i	i	i
NadD inh	-3	-3	2	1	-2	0	-10	8
CSN inh	2	-6	1	-3	1	-3	-4	6
Scp1 inh	nt	-3	0	4	-7	-4	5	0
TbMetRS inhib	-0.9	-0.8	-1.3	0.2	0.2	-0.3	-0.5	-0.6
LMPTP inh	0.9	-0.1	-0.1	1.6	0.7	0.5	3.7	2.5

33	O=C(NC1CCCCCC1)C1CCCN1S(=O)(=O)c1cccc2cccnc12 (centres undefined)
34	COc1ccc(/C=C2\Oc3cc(OCC(=O)N4CCC(C(=O)O)CC4)ccc3C2=O)c(OC)c1
35	Fc1ccc(/C=N/n2c(COc3ccccc3)n[nH]c2=S)cc1
36	O=C(Cc1ccc(Cl)cc1Cl)OCC(=O)N1CCCCC1
37	COC(=O)C1NN=C(C(=O)c2ccc(Cl)cc2)C1c1ccc(OC)cc1 (centres undefined)
38	CC(C)(C)C(=O)Nc1ccccc1-c1nc2ccccc2[nH]c1=O
39	COCCN(C(=O)CSc1nn(-c2ccc(F)cc2)c(=S)s1)c1c(N)n(CC(C)C)c(=O)[nH]c1=O
40	COc1cc(CCC(=O)OCc2nnc(-c3ccccc3)o2)cc(OC)c1OC
Compound	33	34	35	36	37	38	39	40
PABP1 MLLE inh	1	-74	-52	4	-7	-17	-47	-2
STEP inh	-2	-3	3	0	-2	-3	1	1
SUMO1-SIM PPI	4	2	0	-5	-4	-10	-3	-2
DNMT1 block	0	9	1	2	5	0	5	2
Rpn11 inh	i	nt	i	i	i	i	i	i
NadD inh	-3	-1	-1	-19	-2	-3	-4	-4
CSN inh	-5	23	1	2	1	1	3	3
Scp1 inh	-9	-4	-9	-7	-8	-3	3	-3
TbMetRS inhib	0.5	0.8	1.0	0.3	-0.2	-0.5	-0.7	0.0
LMPTP inh	-0.5	1.5	-0.1	-0.5	0.9	-1.6	0.5	-0.5

41	COc1cc(/C=C(\C#N)C(=O)NCC2CCCO2)ccc1OC(=O)c1ccco1 (centres undefined)
42	O=c1cccccc1NCc1ccccc1
43	Cc1cccc(N2CC34C=CC(O3)C(C(=O)O)C4C2=O)c1 (centres undefined)
44	CCOC(=O)N1CCN(C(=O)c2ccc3c(=O)n(-c4ccc(F)cc4)c(=S)[nH]c3c2)CC1
45	CCOC(=O)c1[nH]c(C)c(C(=O)OC(C)C(=O)Nc2ncc(Cl)cc2Cl)c1C (centres undefined)
46	Cc1ccc(NC(=O)COC(=O)c2ccc3ncsc3c2)c(C)c1
47	COc1ccc(S(=O)(=O)N2CCOC2CNC(=O)C(=O)NCc2ccccn2)cc1C (centres undefined)
Compound	41	42	43	44	45	46	47
PABP1 MLLE inh	-4	14	-18	17	-16	-3	-9
STEP inh	-2	1	2	2	-2	-1	2
SUMO1-SIM PPI	-16	-16	0	2	1	3	-5
DNMT1 block	0	-16	7	2	-3	3	0
Rpn11 inh	i	i	i	i	i	i	i
NadD inh	-3	12	-2	3	7	1	-3
CSN inh	0	0	6	1	-3	-4	4
Scp1 inh	-8	-9	0	-6	-5	nt	-2
TbMetRS inhib	-0.2	0.0	-0.4	-0.5	-0.3	-0.2	-0.4
LMPTP inh	-0.5	0.6	0.0	-0.4	-0.8	-1.5	-1.5

Bioassay records: PubChem, several laboratories
